Bioassay records as filed in PubChem.
UHRF1 binding: blocks human UHRF1 binding to methylated DNA; Q96T88; UHRF1 binding to methylated oligo, TR-FRET; inhibition, % at 4.4 µM; 370,000 tested, 0.75% active; AID 687016; in the data active = inhibition above about 21%;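 also: UHRF1 SRA domain binding a hemimethylated CpG hairpin DNA probe; 0% = median of test compound wells and 100% = reference inhibitor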
proKLK7 act: activates the human kallikrein-7 zymogen; purified proKLK7, EDANS-DABCYL substrate fluorescence; 100% is mature enzyme control, 0% vehicle; activation, % at 7 µM; 370,000 tested, 0.9% active; AID 652039;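 active = activation above the mean of all tested compounds plus 3 SD, computed per campaign excluding outliers beyond control limits, cut at about 13% in these data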
Target sequence (P49862 whole entry, looked up): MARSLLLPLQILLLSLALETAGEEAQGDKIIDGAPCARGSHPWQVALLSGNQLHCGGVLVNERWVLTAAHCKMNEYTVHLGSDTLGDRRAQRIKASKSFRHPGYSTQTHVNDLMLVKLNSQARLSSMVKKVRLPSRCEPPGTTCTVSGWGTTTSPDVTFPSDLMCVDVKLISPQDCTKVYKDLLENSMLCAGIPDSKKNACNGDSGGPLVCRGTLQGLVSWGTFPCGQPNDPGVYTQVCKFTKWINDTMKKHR
Tn7 DDE FP: DD(E)-Tn7 binding inhibition, primary FP screen. 370,000 tested, 0.13% active. FP displacement of FITC-Tn7 peptide from fibrin DD(E); 0% = median of compound wells per plate. inhibition, % at 8.3 µM. P02675. AID 720508;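 active = inhibition above the mean of compounds falling within the control limits plus 3 SD of them, cut at about 14% in these data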;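 also: 0% = plate median of compound wells and 100% = 10 µM Aha-Tn7 peptide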
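system = human fibrin DD(E) protein | quantity = DD(E) 2 µM final | medium = Tris/NaCl/CaCl2 buffer, pH 7.8 | also added = labelled Tn7 tracer, 0.1 µM | compound dosing = single point at 8.3 µM | timing = compound with protein 10 min, then 3 h after probe, room temperature | signal = FP measurement | benchmarks = Aha-Tn7 high control | repeats = one replicate per compound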
PLC-beta3 inh: PLC-beta3 (human) inhibition, primary screen; Q01970; Purified PLC-beta3, fluorogenic substrate, fluorescence; inhibition, % at 12.2 µM; 370,000 tested, 0.18% active; in the data active = inhibition above about 11%;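 also: 0% = median of compound wells on plate and 100% = full blocker control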
DDE Tn6 FP inh: inhibitors of Tn6 peptide binding to human fibrin DD(E). P02675. Fibrin DD(E) TRITC-Tn6 fluorescence polarization displacement. inhibition, % at 8.3 µM. 370,000 tested, 0.21% active. AID 720509;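 active = inhibition above a per-campaign cutoff: mean of compounds within control limits plus 3 SD, cut at about 15% in these data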;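 also: 0% = median of all compound wells on the plate and 100% = blocking peptide control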
ARFGAP1 inh: inhibitors of rat ARFGAP1. Arfgap1-stimulated ARF1 GTP hydrolysis, GDP FP detection. inhibition, % at 16.5 µM. 360,000 tested, 0.26% active;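 active = inhibition above a per-plate limit, mean inhibition of low control wells plus 3 SD, cut at about 25% in these data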;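 also: 0% = DMSO wells with enzyme and 100% = wells lacking Arfgap1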
Target sequence (Q62848 1-136 limits assumed): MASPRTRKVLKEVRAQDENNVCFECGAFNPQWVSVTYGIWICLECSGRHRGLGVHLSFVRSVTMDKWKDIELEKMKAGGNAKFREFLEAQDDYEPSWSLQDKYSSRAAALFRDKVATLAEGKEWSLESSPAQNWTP
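Material: rat Arfgap1 GAP domain (His6, aa 1-136), purified enzyme. Also added: human ARF1(Δ1-17)-GTP substrate. Compound dosing: 16.5 µM single point, 1.26% DMSO. Timing: enzyme reaction 120 min at 25 °C after 20 min preincubation. Signal: GDP detection by fluorescence polarization. Read-out basis: percent inhibition of GAP-stimulated GDP formation, scaled between DMSO and no-Arfgap1 medians.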
PLC-gamma1 inh: PLC-gamma1 (human) inhibition, primary screen; inhibition, % at 12.2 µM; 370,000 tested, 0.84% active; purified PLC-gamma1, fluorogenic substrate, fluorescence; AID 720700; in the data active = inhibition above about 9.5%
ASAP1 inh: ASAP1 ArfGAP inhibition; 360,000 tested, 0.19% active; ASAP1-stimulated ARF1 GTP hydrolysis, GDP FP detection; inhibition, % at 16.5 µM; in the data active = inhibition above about 25%;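 also: 0% = vehicle with enzyme and substrate and 100% = no enzyme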
NR1D1 modulator: modulates human Rev-erb alpha binding to DNA | 370,000 tested, 0.79% active | Rev-erbα–FITC-DNA binding, fluorescence polarization, 90 min | activity, % at 10 µM | AID 1259318;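 active = activity above about 14%, limit read from the data; passing the limit was not always enough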;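 also: 0% = DMSO wells with 35 nM protein and 100% = DMSO wells with 750 nM protein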
sPLA2-III inh: Inhibits HGIII-sPLA2 liposome hydrolysis, primary screen | Q9NZ20 | QFRET BODIPY PC-A2 liposome hydrolysis, fluorescence | inhibition, % at 12.2 µM | 370,000 tested, 0.56% active | AID 743126;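 active = inhibition above mean plus 3 SD of compounds lying within the high and low control bounds, cut at about 19% in these data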;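 also: 0% = median of test compound wells and 100% = no enzyme DMSO wells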
Target sequence (Q9NZ20 whole entry, looked up): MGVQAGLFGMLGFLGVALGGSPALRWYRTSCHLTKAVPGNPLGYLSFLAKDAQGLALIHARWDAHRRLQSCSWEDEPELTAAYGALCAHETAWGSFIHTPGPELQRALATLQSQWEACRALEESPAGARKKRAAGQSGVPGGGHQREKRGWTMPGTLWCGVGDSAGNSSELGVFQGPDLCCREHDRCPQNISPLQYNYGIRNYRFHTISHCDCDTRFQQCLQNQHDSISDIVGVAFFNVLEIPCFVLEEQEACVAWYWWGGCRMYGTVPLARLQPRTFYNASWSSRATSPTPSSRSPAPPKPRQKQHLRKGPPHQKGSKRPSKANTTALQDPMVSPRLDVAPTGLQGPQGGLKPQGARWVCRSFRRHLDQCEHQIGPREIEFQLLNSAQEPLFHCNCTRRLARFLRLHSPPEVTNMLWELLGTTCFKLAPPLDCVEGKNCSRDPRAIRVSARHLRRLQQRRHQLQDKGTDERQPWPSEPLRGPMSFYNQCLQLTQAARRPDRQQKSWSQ
* = called active by the depositor; i = inactive.

Order of values: PLC-gamma1 inh	DDE Tn6 FP inh	Tn7 DDE FP	PLC-beta3 inh	proKLK7 act	sPLA2-III inh	UHRF1 binding	ASAP1 inh	ARFGAP1 inh	NR1D1 modulator
Cc1ncn(-c2ccccc2)c1-c1ccccc1
  -3	8	2	0	0.0	-1	0	0	6	4
O=C(Nc1ccc([N+](=O)[O-])cc1)NN1CCCCCC1
  4	6	-4	2	0.1	8	3	2	-7	-1
CN(CC(O)COc1ccc2ccccc2c1)C1CCCCC1 (stereo not given)
  4	4	1	-5	0.8	-6	0	3	-1	4
Cc1ccccc1C(=O)N1CCC(C(=O)N2CCN(S(=O)(=O)c3ccccc3F)CC2)CC1
  3	1	-4	2	-0.3	0	2	0	-6	4
O=C(Nc1cccc(Cl)c1)OCCN1CCN(Cc2ccccc2)CCC1=O
  0	-3	5	0	0.6	-12	3	-7	1	-3
O=C(N[C@H](C(=O)N1CCC[C@H]1C(=O)NC1CCCC1)C1CCCCC1)c1ccco1
  0	1	0	-4	-0.8	6	-1	-3	-3	0
O=C(Nc1nnc(-c2ccco2)s1)C1CC1
  -2	5	-2	3	-0.9	2	-5	0	3	-3
COc1cccc(/C=C/C(=O)OCC(=O)NC2CCCC2)c1
  -70	-4	1	-107	3.9	11	2	6	8	0
COc1cc(=O)[nH]c(SC(C)C(=O)Nc2ccc3ccccc3c2)n1 (stereo not given)
  -6	-7	-1	-17	0.7	-20	0	11	6	-5
Cc1ccccc1C(=O)c1ccccc1C(=O)c1ccccc1
  3	0	-2	0	0.0	1	1	0	-14	-1
CC(C)N(C)c1ncnc2c1ncn2[C@H]1CN(Cc2ccco2)C[C@@H](CO)O1
  2	0	-5	3	0.0	4	-2	-8	9	2
O=C(CSc1ccc2nnc(CCNC(=O)c3ccccc3)n2n1)NCc1ccccc1
  -6	3	7	-10	-0.2	2	1	0	-1	1
COc1ccc(/C=C/c2onc(C)c2S(=O)(=O)N2CCC(C(=O)N3CCCCCC3)CC2)cc1
  -10	-6	-7	-26	-1.5	-27	-1	1	-6	2
COc1ccc(NC2C=CS(=O)(=O)C2)cc1 (stereo not given)
  -9	-13	3	-12	0.5	-5	0	-8	10	-6
CC1CN(C(=O)Nc2ccc3c(c2)OCCO3)CC(C)O1 (stereo not given)
  -3	6	4	-6	-0.4	6	3	8	2	-8
Cc1ccc(OCCNC(=O)/C=C/c2ccccc2)cc1C
  2	-5	0	1	0.2	-3	1	14	6	5
CC(C)C(c1nnnn1C(C)(C)C)N1CCN(Cc2cccnc2)CC1 (stereo not given)
  2	3	-2	-56	0.4	-4	1	6	-8	4
CCOC(=O)N1CCC(NC(=O)CC2C(=O)NCCN2Cc2cccc(F)c2F)CC1 (stereo not given)
  -2	3	1	-5	0.6	2	-1	11	12	12
COC(=O)Nc1nnc(-c2ccccc2Cl)s1
  -6	5	0	-6	-2.4	3	0	7	-2	2
Clc1ccc(-c2nnc(Sc3nc4ccccc4o3)c3ccccc23)cc1
  -3	6	5	0	-0.1	-3	0	-15	-10	1
COc1ccc(C)cc1-n1c(SCC(=O)Nc2cc(C)on2)nc2ccccc2c1=O
  -1	1	-1	-7	0.7	5	3	-5	6	0
O=C(c1ccccc1F)N1CCN(S(=O)(=O)c2ccc(S(=O)(=O)N3CCCCCC3)cc2)CC1
  2	-4	-3	-7	0.4	3	3	-3	11	-6
O=C1C(Nc2ccccc2)=C2CCCC=C2N1c1ccccc1
  -1	-3	-6	-9	-0.2	-6	-1	2	0	1
Cc1cccc(-c2nc3ccccc3c(=O)n2NC(=O)c2ccc([N+](=O)[O-])c(C)c2)c1
  3	1	-6	2	-1.0	5	4	-10	2	3
Cc1ccc(C)c(OCC(=O)Nc2nc3ccc([N+](=O)[O-])cc3s2)c1C
  6	-5	-6	4	-0.3	1	2	0	19	-2
CCOC(=O)c1[nH]c2c(c1-c1ccc(OC)cc1)C(=O)CC(c1ccc(OC)c(OC)c1)C2 (stereo not given)
  -41	-13	1	-63	-1.9	11	-2	12	19	-3
CS(=O)(=O)N1CCCC(C(=O)NCCCN2CCN(Cc3ccccc3)CC2)C1 (stereo not given)
  1	-3	-7	3	-0.8	-1	-2	3	0	-3
Cc1cccc2c(=O)cc(C)n(CC(=O)N3CCCCC3)c12
  -1	-3	1	0	0.6	2	-1	3	4	1
COC(=O)CSc1nsc(SCC(=O)OC)c1C#N
  9	1	6	1	-0.2	-7	3	3	1	0
CN(C)c1ccc(NC(=O)/C=C/c2ccccc2Cl)cc1
  0	0	7	0	-0.3	14	0	-4	-7	2
CC1CCc2c(sc3ncnc(SCC(=O)Nc4ccc(C(=O)O)cc4)c23)C1 (stereo not given)
  -2	4	4	-4	-0.2	4	-2	-1	-9	0
CC(C)=CCC[C@H](C)C[C@@H]1Cc2[nH][nH]c(=O)c2[C@H](c2ccc(F)cc2)O1
  1	0	9	0	-0.4	-20	-6	12	-9	-5
CC1CCN(Cc2nnnn2CCCC(=O)NCC(C)(C)N2CCOCC2)CC1
  3	1	3	-3	-0.3	3	4	0	-10	2
O=c1[nH]c(SCCN2CCOCC2)nc(O)c1-c1ccccc1
  -1	-5	-3	-10	-0.4	2	0	14	-3	-7
N#Cc1c(NC(=O)CSc2ncccn2)oc(-c2ccccc2)c1-c1ccccc1
  -12	7	-8	-19	0.6	-22	-3	-4	8	3
COc1ccc(N2C(=O)CCC(C(=O)Nc3ccccn3)C2c2ccc(OC)c(OC)c2)cc1 (stereo not given)
  1	14	2	0	0.2	4	-1	-5	2	4
O=C(COC(=O)Cc1cccs1)Nc1ccccc1F
  0	3	-4	-3	0.3	-6	2	13	16	6
Nc1cccc2c1C(=O)N(C(=O)c1cccc(S(=O)(=O)N3CCCCCC3)c1)C2=O
  i	-8	2	i	19*	0	1	-3	5	-4
CC1CCCC(C)N1C(=O)CSc1nnc(COc2ccccc2)n1-c1ccccc1 (stereo not given)
  9	2	0	10	0.4	-13	0	-10	8	0
c1ccc(Sc2cccc3ccccc23)c(CNC2=NCCN2)c1
  7	-6	-5	5	-0.6	4	3	4	-7	3

Grouped by structure: the compounds so far containing a thiophene ring, fused or not (2)
Order of values: PLC-gamma1 inh	DDE Tn6 FP inh	Tn7 DDE FP	PLC-beta3 inh	proKLK7 act	sPLA2-III inh	UHRF1 binding	ASAP1 inh	ARFGAP1 inh	NR1D1 modulator
CC1CCc2c(sc3ncnc(SCC(=O)Nc4ccc(C(=O)O)cc4)c23)C1 (stereo not given)
  -2	4	4	-4	-0.2	4	-2	-1	-9	0
O=C(COC(=O)Cc1cccs1)Nc1ccccc1F
  0	3	-4	-3	0.3	-6	2	13	16	6

(further entries)
Order of values: PLC-gamma1 inh	DDE Tn6 FP inh	Tn7 DDE FP	PLC-beta3 inh	proKLK7 act	sPLA2-III inh	UHRF1 binding	ASAP1 inh	ARFGAP1 inh	NR1D1 modulator
Cc1cc(NC(=O)c2ccc3c(c2)C(=O)N(C(C)(C)C)C3=O)no1
  0	-2	8	0	-0.3	10	2	1	-5	0
CC(=O)NC1=NN(C(C)=O)C(C)(CS(=O)(=O)c2ccc(Cl)cc2)S1 (stereo not given)
  4	6	-8	4	-0.3	7	1	-1	4	-2
CC(C)n1cc(/C=C2/SC(=O)N(CC(=O)Nc3ccc4c(c3)OCO4)C2=O)c2ccccc21
  5	-3	-4	3	0.9	-2	-2	1	-2	-5
CCc1nc2c(OCc3ccccc3)cccn2c1N(Cc1ccccc1)C(C)=O
  -1	4	4	-3	0.2	1	1	-11	-2	-3
O=C(CNS(=O)(=O)c1cccs1)N1CCCC1
  -71	7	-5	-97	-2.8	4	0	13	-9	-6
Cc1ccc(S(=O)(=O)NCC(c2ccccc2)N2CCN(c3ccc(F)cc3)CC2)cc1 (stereo not given)
  2	4	3	-7	-0.5	6	1	-6	0	-2
c1ccc2oc(-c3ccc4nc[nH]c4c3)nc2c1
  -12	2	-2	-18	-0.3	-15	-8	-9	-8	-2
COc1cccc(C(=O)Nc2ccccc2)c1
  -4	-4	11	2	-0.5	4	1	-5	-4	-8
Cc1ccc(Cl)cc1NC(=O)C1CCCN(S(C)(=O)=O)C1 (stereo not given)
  2	-2	3	-7	-1.1	12	4	-3	-3	-5
Cc1ccccc1-c1cnc(C(O)c2ccc(-c3ccccc3)cc2)[nH]1 (stereo not given)
  1	-6	-3	-5	0.8	-18	-1	4	15	-4
COc1ccccc1N1CCN(C(=O)CCc2ccc(S(=O)(=O)NCC(C)C)cc2)CC1
  1	11	0	3	-0.2	-10	1	5	6	-2
CC1O[C@@H]2O[C@](O[C@H](C)CC[C@@H](C)O)(c3ccccc3)O[C@@H]2C[C@H]1O (stereo not given in full)
  1	5	5	2	0.1	8	-2	-15	-13	-6
Cc1ccc(C(=O)OCC(=O)NC2CCCCCC2)c(C)c1
  1	9	0	-5	0.1	7	0	2	-4	3
COc1ccc(CN2CC(=O)N(c3cc(Cl)ccc3OC)C2=S)cc1OC
  2	-4	-3	-3	-0.2	-69	2	-3	-16	-2
O=C(OCC(=O)N1CCCCCC1)c1cccs1
  3	-1	4	2	0.2	-3	0	4	3	-4
CC(C)C(c1nnnn1Cc1ccc(F)cc1)N1CCN(Cc2ccc3c(c2)OCO3)CC1 (stereo not given)
  1	-6	-2	-2	-0.1	-12	-1	-5	-5	3
O=C1CCC(=O)c2oc3ccccc3c2N1
  0	-1	-4	0	-0.4	7	-2	-5	-4	3
CC(=O)C[C@H](O)CC(=O)[C@H]1OC(=O)CCCCCCCCc2ccccc21
  -2	-2	-3	-1	0.2	-2	0	6	13	2
S=C(NC1CCCC1)N1CCN(C/C=C/c2ccccc2)CC1
  -2	0	0	-1	0.9	5	-1	0	13	1
O=C1CC(N2CCN(c3ccc(O)cc3)CC2)C(=O)N1c1ccc2c(c1)OCO2 (stereo not given)
  -4	-1	0	-6	0.5	-4	0	-19	6	4
COc1ccc2nc(C)cc(SCC(=O)NNC(=O)COc3ccc(C)cc3)c2c1
  1	-4	-6	-2	0.6	-9	5	-1	-1	1
CCOC(=O)Cc1cc(=O)[nH]c(/N=C(\N)Nc2ccc(C)c(C)c2)n1
  0	5	3	-1	-0.1	-40	-2	2	-2	10
Cc1cccc(CSC2=NCCN2C(=O)c2ccc(S(=O)(=O)N(C)C)cc2)c1
  -1	-1	-1	4	0.0	-6	1	0	0	-10
O=c1[nH]ncc(N2CCN(Cc3ccccc3)CC2)c1Cl
  3	-3	8	0	0.0	2	-1	-5	10	-3
Cc1ccc(SC[C@H](c2ccccc2)N2CCN(C)CCC2=O)cc1
  1	1	0	-3	-0.2	3	0	3	13	-2
COc1ccc(OC)c(/C=N/NC(=O)CCN2CCN(C(c3ccccc3)c3ccccc3)CC2)c1
  -93	2	-8	-99	-12	2	1	7	4	0
